# Assay outcomes: PubChem BioAssay, several laboratories
# hiPSC survival: hiPSC single-cell survival enhancement; ATPlite luminescence; 100% = ROCK inhibitor wells, 0% = DMSO; survival enhancement, % at 20 µM; 360,000 compounds, 0.044% hits; AID 602274; in the data active means survival enhancement above about 18%;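 further: cells exposed to compounds for 16 hours before the ATP read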
# MC4R antag cAMP: human MC4R antagonism in cAMP assay | P32245 | MC4R-expressing cells, MTII-stimulated cAMP, LANCE TR-FRET | inhibition, % at 6.5 µM | 360,000 compounds, 0.48% hits;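 active means inhibition above its plate's cutoff, the mean of tested wells on that plate plus 3 SD, cut at about 29% in these data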;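 further: 0% = Melanotan II alone and 100% = Melanotan II plus saturating MCL0020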
#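 material = U2OS cells stably expressing human melanocortin 4 receptor (MC4R) | also added = Melanotan II challenge | dosing = single nominal compound dose of 6.5 µM | detection = TR-FRET with Eu-cAMP and labeled anti-cAMP, 671 nm | replication = singlicate | timing = compound 30 min, challenge 1 h, detection 1 h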
# ABHD5 PLIN5 PPI: inhibitors of human ABHD5-perilipin-5 interaction; 360,000 compounds, 0.78% hits; inhibition, % at 4 µM; Split G. princeps luciferase complementation, luminescence, 4 h; AID 602281;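 active means inhibition above the mean inhibition across every tested compound plus 3 SD, cut at about 22% in these data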;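 further: 0% = DMSO only wells and the 100% control is not disclosed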
# Target sequence (Q00G26 whole entry, looked up): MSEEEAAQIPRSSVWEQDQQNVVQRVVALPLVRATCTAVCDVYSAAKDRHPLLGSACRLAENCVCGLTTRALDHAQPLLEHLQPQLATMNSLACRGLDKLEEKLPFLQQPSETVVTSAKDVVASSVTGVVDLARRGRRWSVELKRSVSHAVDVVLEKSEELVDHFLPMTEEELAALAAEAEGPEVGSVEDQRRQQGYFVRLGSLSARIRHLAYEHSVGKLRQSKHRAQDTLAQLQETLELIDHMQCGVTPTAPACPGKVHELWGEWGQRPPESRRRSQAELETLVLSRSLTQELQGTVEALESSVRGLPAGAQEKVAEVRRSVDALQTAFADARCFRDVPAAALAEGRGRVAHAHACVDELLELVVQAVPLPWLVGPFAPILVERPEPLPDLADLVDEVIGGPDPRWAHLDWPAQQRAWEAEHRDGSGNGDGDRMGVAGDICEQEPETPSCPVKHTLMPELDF
# Target sequence (Q8WTS1 whole entry, looked up): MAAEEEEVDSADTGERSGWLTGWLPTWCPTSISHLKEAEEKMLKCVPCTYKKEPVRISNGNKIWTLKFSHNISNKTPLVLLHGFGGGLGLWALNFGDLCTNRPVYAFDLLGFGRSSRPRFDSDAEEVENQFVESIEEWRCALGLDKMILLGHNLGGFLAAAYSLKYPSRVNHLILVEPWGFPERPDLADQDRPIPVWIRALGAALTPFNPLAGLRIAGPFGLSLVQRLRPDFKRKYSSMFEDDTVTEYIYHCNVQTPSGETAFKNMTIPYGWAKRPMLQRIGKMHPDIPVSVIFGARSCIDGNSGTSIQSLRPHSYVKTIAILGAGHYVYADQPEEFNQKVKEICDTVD
# Glyco luc inh: N-linked glycosylation inhibition; D54 ERlucT glycosylation luciferase reporter, 24 h; percent of 100 nM tunicamycin response; reporter increase, % at 12.5 µM; 360,000 compounds, 0.23% hits;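 active means mean luciferase reporter signal, scaled so untreated is 0 and the glycosylation-blocking control 100, at or above a set limit in every replicate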;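 further: luciferase carries N-glycosylation sites so blocking glycosylation raises the light; 0% = median of neutral control wells and 100% = median of 100 nM tunicamycin wells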
# MC4R barr agon: agonists of human melanocortin 4 receptor (MC4R) beta-arrestin. P32245. U2OS MC4R beta-arrestin complementation, luminescence; percent of melanotan II response, DMSO zero. activation, % at 8.9 µM. 360,000 compounds, 0.98% hits. AID 540308;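 active means activation above a per-plate cutoff, the mean activation of sample wells on that plate plus 3 SD, cut at about 8% in these data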
# m5-HT2A agonist: activates the mouse 5-HT2A serotonin receptor | P35363 | CHO-K1 mHTR2A beta-arrestin complementation, luminescence; percent of 30 µM serotonin response | activation, % at 7.6 µM | 360,000 compounds, 0.66% hits;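 active means activation above a run cutoff, the mean activation of all tested compounds plus 3 SD, cut at about 14% in these data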;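 further: 0% = plate median of compound wells and 100% = 30 µM serotonin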
# Exocytosis inh: blocks lytic granule exocytosis; TALL-104 LAMP-1 surface exposure, flow cytometry; cells stimulated with thapsigargin and PMA; inhibition, % at 10 µM; 360,000 compounds, 0.66% hits;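 active means inhibition above about 55%, limit read from the data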
# Cardio protect: protects H9c2 cardiomyocytes from peroxide injury; H2O2 injury protection, ATPLite, 2 h; protection from H2O2 cell death, % at 20 µM; 360,000 compounds, 0.63% hits; AID 588492;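 active means compounds giving at least 50% protection of heart cells from peroxide-induced death in the single-dose screen, raw or plate-pattern-corrected value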;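 further: 0% = DMSO wells with peroxide and 100% = DMSO wells without peroxide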
# aDG glyco act: increases alpha dystroglycan glycosylation | Pro5-aDG cells, alpha-DG glycosylation AlphaScreen (IIH6); 0% Pro5, 100% B10-LARGE cell signal | activation, % at 10 µM | 360,000 compounds, 0.22% hits | AID 624168;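 active means activation of at least 8% versus controls, or a plate z-score of at least 8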;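 further: Pro5 are CHO cells carrying HIG-tagged alpha-DG that lacks glycosylation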
# ABCB6 inh 2: blocks the human ABCB6 transporter; K562-ABCB6 porphyrin accumulation, flow cytometry, 1 h; stronger effect = lower value; fluorescence ratio to DMSO, % at 10 µM; 360,000 compounds, 0.19% hits; AID 602162;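 active means fluorescence ratio to DMSO below 75%, the collection mean minus 3 SD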;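 further: signal is porphyrin accumulated inside mitochondria; 100% equals median channel fluorescence of DMSO control wells; lower ratio means ABCB6 inhibition with less porphyrin fluorescence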
# Active calls of the source: *.
SMILES,hiPSC survival,MC4R antag cAMP,ABHD5 PLIN5 PPI,Glyco luc inh,MC4R barr agon,m5-HT2A agonist,Exocytosis inh,Cardio protect,aDG glyco act,ABCB6 inh 2
CCC(Sc1nc2ncccc2[nH]1)C(=O)N1CCOCC1 (stereo not drawn),-0.8,5,9,3,-2.6,0,3,-5,-0.2,99
Cc1cc(C)c(OC2(c3ccccc3)OC(=O)c3ccccc32)c(C)c1 (stereo not drawn),-2.1,12,-11,-3,0.7,-3,-3,-9,0.0,100
Cc1c(CC(=O)N2CCC(O)CC2)c(=O)oc2cc3c(cc12)CCC1(CCCCC1)O3,-0.6,10,10,-5,2.1,0,2,11,0.1,93
COc1ccccc1CNC(=O)c1ccc(Cl)c(NC2=NC3CS(=O)(=O)CC3S2)c1 (stereo not drawn),2.0,4,1,2,-0.4,-3,6,12,0.0,97
Cc1cccc(N2CCN(c3ccc(C(N)=O)cc3[N+](=O)[O-])CC2)c1C,-1.7,16,10,-2,-0.9,-2,-3,-6,0.4,103
COc1ccccc1C(=O)COC(=O)Cc1n[nH]c(=O)c2ccccc12,0.2,5,0,0,-1.5,-4,2,20,-0.3,92
O=C(c1cccnc1)N1CCN(Cc2ccc3c(c2)OCO3)CC1,2.0,5,-1,3,-2.5,-2,1,-6,1.0,90
O=C(CSc1nccc(=O)[nH]1)NC1CCCC1,-0.3,-2,2,3,1.0,2,9,1,0.0,94
CCc1ccc(NC(=O)C2=CC=CN3CCS(=O)(=O)N=C23)cc1,-2.0,4,-1,0,-0.4,4,-9,1,0.0,88
COc1ccc(/C=N/NC(=O)Cn2c(Cc3ccc(OC)c(OC)c3)nc3ccccc32)cc1,-0.4,14,1,-1,1.5,-2,-4,6,0.1,107
CCNC(=S)N(CCO)Cc1cc2cc3c(cc2[nH]c1=O)OCO3,-0.5,7,1,2,-1.7,-5,-13,7,-0.2,100
CCN(CC)CCN1C(=O)C(=O)/C(=C(/O)c2cnn(-c3ccccc3)c2C)C1c1cccnc1 (stereo not drawn),-2.2,15,-4,1,0.5,-1,3,16,-0.1,95
CCCCN(C(=O)c1c(CC)noc1C)c1c(N)n(CCCC)c(=O)[nH]c1=O,-0.1,1,-3,3,-0.9,2,-6,-1,0.0,94
COc1cccc(NC(=O)C2CCCN(S(=O)(=O)c3cccc4nsnc34)C2)c1 (stereo not drawn),2.8,7,-4,0,0.1,2,0,-2,0.5,93
O=C(NN=C1CCCC1)c1cc(-c2ccc(F)cc2)nc2ccccc12,0.8,-3,-4,0,-3.7,-5,7,16,-0.3,102
CC1=C([N+](=O)[O-])C(c2ccc(Cl)cc2)NC(=O)N1 (stereo not drawn),2.3,0,-4,6,-1.4,4,-2,1,0.0,93
COc1ccc(NC(=O)C(NS(=O)(=O)c2cccs2)C(C)C)cc1Cl (stereo not drawn),-0.6,21,3,2,-1.8,-2,-12,4,0.4,96
Cn1c(=O)oc2cc(S(=O)(=O)Nc3ccc4c(c3)OCCO4)ccc21,-2.3,6,-1,-5,-0.4,1,2,-4,1.1,101
Cc1ccc(CNCc2ccco2)cc1,0.0,4,4,0,-1.3,2,1,-5,0.0,108
CC1CCN(C(=O)COC(=O)c2cc3ccccc3cc2O)CC1,-2.6,1,-9,0,-2.7,-3,-6,-8,-0.1,96
FC(F)(Cl)c1nnc2ccc(Cl)nn12,-0.6,15,0,4,-3.9,2,1,6,0.2,93
COCCSc1nnc(NC(=O)C2CC(=O)N(CCc3ccc(F)cc3)C2)s1 (stereo not drawn),-0.4,0,4,0,-1.1,8,2,-1,-0.2,99
COc1ccc(C(C)NC(=O)Cc2cccs2)cc1 (stereo not drawn),1.7,-1,-4,3,-0.3,3,22,2,0.4,99
OC(CNCc1cccc(Cl)c1)c1ccccc1 (stereo not drawn),5.7,-5,1,1,-1.9,9,-2,-4,0.1,96
CNC(=O)CN(c1cc(OCCOC)c(Cl)cc1Cl)S(=O)(=O)c1ccc(OC)cc1,2.2,21,4,2,-1.3,3,-6,-1,-0.3,100
CCN(CC(=O)Nc1ccc(OC)cc1)C(=O)c1oc2c(Cl)cccc2c1C,0.8,-1,11,-1,1.1,10,-2,-1,0.0,89
NC(=O)C1CCN(CC(=O)Nc2ccccc2N2CCOCC2)CC1,-0.1,-3,-2,0,-1.9,8,-3,-1,0.4,98
COC(=O)c1sc(S(=O)(=O)N2CCN(c3ccccc3)CC2)c(C(=O)OC)c1C,-1.8,-5,1,-3,0.1,4,-4,-10,-0.1,94
CC(=O)Nc1ccc(-c2ccnc3c2CC(C)(C(=O)Nc2cccc(OC(F)(F)F)c2)O3)cc1 (stereo not drawn),3.5,2,3,-7,3.7,6,-6,5,0.4,100
Nc1cc[n+](CC(=O)c2ccc3c(c2)OCCO3)cc1,-3.4,-2,-5,-2,-1.1,7,1,2,-0.3,97
COc1ccc(NC(=O)N2CCCC(C(=O)NC(C)C)C2)cc1 (stereo not drawn),0.1,3,3,1,-0.3,7,0,1,-0.1,92
Cc1ccc(NC(=O)c2csc(-c3ccccc3)c2C)cc1,-2.3,5,-5,-20,7.9,-1,-1,-21,0.0,101
COc1ccc(-c2nn(-c3ccccc3)cc2/C=C/C(=O)O)cc1[N+](=O)[O-],-0.4,-31,0,3,-0.8,0,-7,6,-0.1,96
CNS(=O)(=O)c1c(C)cc(C)c(N(C)S(=O)(=O)c2ccccc2)c1C,-1.3,6,6,-1,1.2,-4,3,4,-0.2,96
COc1ccccc1/C=C/C(=O)OCC(=O)Nc1ccc2c(c1)OCO2,-0.5,10,-1,2,2.0,-3,10,0,0.2,94
O=C(Cc1ccccc1)NCC(=O)OCC(=O)c1ccc(OC(=O)c2ccccc2)cc1,1.3,-2,-7,2,3.0,1,-2,0,0.3,103
CCOc1ccc(NC(=O)CSc2nc3cccnc3n2CCOC)cc1,-3.0,6,3,-1,1.2,-1,1,4,0.3,97
CCOC(=O)N1CCN(C(=O)c2cn(CC)c3ccc(S(=O)(=O)N4CCCC4)cc3c2=O)CC1,0.0,9,1,1,1.6,1,-2,-1,-0.1,96
CCOc1cc(N2CCCC2)ccc1[N+](=O)[O-],0.3,5,6,0,0.3,-2,-3,0,-0.2,101
COc1ccccc1-c1nnc2n1N=C(C(C)(C)C)CS2,-1.2,-4,-8,-1,-0.9,-1,-1,-4,0.1,99
CCOC(=O)c1coc(C(=O)OCC)c1C(=O)OCC,-1.9,3,-6,1,-1.6,6,-1,0,-0.2,99
COc1ccc2nc(NC(=O)c3cnccn3)sc2c1,-1.5,2,2,-10,-1.3,-2,0,-8,-0.1,104
O=c1c2ccccc2cnn1Cc1ccc(Br)cc1F,0.1,5,7,-3,3.9,2,6,-1,-0.1,100
Cc1nn(CC(=O)NCCCc2ccccc2)c(=O)c2cc3occc3n12,0.4,7,4,0,0.8,-2,2,-6,0.2,100
COc1ccc(COC(=O)c2ccc(S(=O)(=O)N3CCC(C)CC3)cc2)cc1,0.4,-2,-5,2,-2.1,0,0,-2,-0.1,92
CC(=O)/C(=N/Nc1cccc(Cl)c1)N1CCOCC1,-3.3,5,-1,-1,-1.7,3,-2,11,-0.1,99
C=CCNCCCOc1ccc(C(C)(C)c2ccccc2)cc1,0.3,5,0,-7,5.0,-5,-3,2,2.7,97
CC(=O)N1CCC(=NNC(=O)c2cc3ccccc3cc2O)CC1,0.5,12,-11,-1,-1.9,2,1,32,-0.2,99

# Given as labelled records: entries from further up
CCN(CC)CCN1C(=O)C(=O)/C(=C(/O)c2cnn(-c3ccccc3)c2C)C1c1cccnc1 (stereo not drawn)
- hiPSC survival = -2.2
- MC4R antag cAMP = 15
- ABHD5 PLIN5 PPI = -4
- Glyco luc inh = 1
- MC4R barr agon = 0.5
- m5-HT2A agonist = -1
- Exocytosis inh = 3
- Cardio protect = 16
- aDG glyco act = -0.1
- ABCB6 inh 2 = 95
CCCCN(C(=O)c1c(CC)noc1C)c1c(N)n(CCCC)c(=O)[nH]c1=O
- hiPSC survival = -0.1
- MC4R antag cAMP = 1
- ABHD5 PLIN5 PPI = -3
- Glyco luc inh = 3
- MC4R barr agon = -0.9
- m5-HT2A agonist = 2
- Exocytosis inh = -6
- Cardio protect = -1
- aDG glyco act = 0.0
- ABCB6 inh 2 = 94

# Further structures:
SMILES,hiPSC survival,MC4R antag cAMP,ABHD5 PLIN5 PPI,Glyco luc inh,MC4R barr agon,m5-HT2A agonist,Exocytosis inh,Cardio protect,aDG glyco act,ABCB6 inh 2
CCCCOc1ccc(C(=O)NCc2ccccn2)cc1,0.4,-3,-4,-2,0.5,-5,-1,2,0.0,87
O=C1CC(N2CCN(c3ccccn3)CC2)C(=O)N1c1ccc(F)cc1 (stereo not drawn),-0.3,-4,0,2,-2.3,0,0,4,0.1,93
COc1ccc(C(C(=O)NCC2CCCO2)N(C(=O)CNC(=O)c2ccco2)c2ccccc2)cc1OC (stereo not drawn),-0.3,3,11,1,-0.3,0,-22,2,-0.1,99
CCCOC(=S)Nc1ccccc1,-3.1,7,4,0,-1.7,6,1,-7,0.0,103
COCCN1C(=O)N(c2cccc(OC)c2)C(=O)C1CC(=O)Nc1cccc(F)c1 (stereo not drawn),-0.3,11,-1,1,-2.1,-2,2,-1,-0.1,99
COc1cccc(OC)c1C(=O)Nc1ccc(Br)c(C(=O)c2ccccc2)c1,-0.1,4,-5,-10,0.1,8,0,54*,-0.3,95
N#Cc1c2ccc(OCC(N)=O)cc2n2ccccc12,-0.8,-1,-1,11,-2.9,2,-1,40,-0.5,102
Cc1cc(C)cc(NC2=CC(=O)CC(c3ccco3)C2)c1 (stereo not drawn),5.5,8,4,5,-0.4,1,6,0,0.1,96
O=C1CCCN1Cc1ccccc1,-0.2,7,0,-3,-1.3,2,-2,15,0.3,99
CCc1nc2cccnc2n1-c1ccc(CC(=O)NC(C)CC)cc1 (stereo not drawn),0.0,14,-2,1,0.5,11,0,-3,-0.1,95
CCNC(=S)N1CCc2cc(OC)c(OC)cc2C1COc1ccc(OC)cc1 (stereo not drawn),0.4,-6,3,1,-1.5,2,0,1,0.1,98
O=C(N/N=C/c1ccccc1)c1ccc(N2CCOCC2)c([N+](=O)[O-])c1,1.1,9,0,0,-0.6,1,1,8,0.1,94
COc1cc(NC(=O)C2C3C=CC(C3)C2C(=O)O)c(OC)cc1Cl (stereo not drawn),3.2,7,-1,-1,0.8,2,6,2,0.1,99
Nc1cccnc1Sc1cc(Cl)c(Cl)cc1Cl,-1.7,9,0,-2,1.9,6,27,5,0.0,98
C/C(=N\NC(=O)c1ccccc1-n1cccc1)C1CC1,0.0,-1,-1,2,3.9,-1,-1,0,3.1,99
COc1ccc2nc(N3CCCC(C(=O)NCCCN4C(C)CCCC4C)C3)sc2c1 (stereo not drawn),-0.7,12,6,-4,-1.8,3,23,8,0.0,99
C[C@H](CO)N1C[C@H](C)[C@@H](CN(C)C(=O)Nc2cccc(F)c2)Oc2ncc(Br)cc2C1=O,-1.6,-10,4,2,1.6,5,-3,9,-0.1,98
COc1ccc(C(C(=O)NCc2ccccc2)N(C(=O)c2snc(C(N)=O)c2N)c2ccccc2OC)cc1 (stereo not drawn),0.4,18,-2,-3,1.6,-3,65*,1,0.1,97
OCC(CBr)(CBr)CBr,-0.1,6,1,0,0.1,-2,-4,-3,-0.2,93

# Rows are unselected; any-hit rate near 4.5%.
